# Autophagy HCS = alters autophagy in cells | MEF GFP-LC3 puncta imaging; test concentration mostly 10 µM | calls only at 10 µM (by protocol) | hit rate 0.98% among 190,000;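 active = percentage of spot-positive cells more than 3 SD above its plate mean, without a fluorescence outlier flag or 80% toxicity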;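 note: spot-positive cell cutoff set from DMSO-treated cells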
# bCat nuc transl = alters nuclear translocation of beta-catenin in HeLa cells; AID 1665; immunofluorescence imaging; hit rate 0.3% among 190,000; nuclear translocation activity, % at 5 µM;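 active = nuclear translocation activity above 50% at 5 µM, with a well cell count of 50 or more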;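 note: per-cell ratio of nuclear to cytoplasmic median beta-catenin stain intensity; plate controls were DMSO negative control for no effect and GSK-3 inhibitor IX positive control for full effect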
#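 System: Human HeLa cells, endogenous beta-catenin | Compound dosing: 5 µM primary, 0.02–20 µM confirmation | Timing: 24 h compound exposure at 37°C, 5% CO2 | Measured by: Fluorescence imaging of beta-catenin antibody stain plus DAPI | Read-out basis: % activation of per-cell nuclear versus cytoplasmic median beta-catenin signal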
# Lipid droplet = hepatic lipid droplet formation modulation | inhibition, % at 6.5 µM | hit rate 0.4% among 240,000 | AID 1656 | AML12 mouse hepatocytes, oleate lipid droplets, BODIPY imaging;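 active = lipid droplet intensity inhibited by at least 50%, with more than 500 cells counted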
#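 Assay system: AML12 hepatocytes (mouse); Probe or stimulus: oleic acid at 100 µM to induce lipid droplet formation; Dosing: compound at 6.5 µM only; Schedule: compound with oleate, overnight; Detection: fluorescence imaging, 20x objective, two fields per well; Measure: % inhibition of lipid droplet signal.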
# Ins promoter up = MIN6 insulin promoter up-regulation | MIN6 insulin promoter-GFP reporter, high-content imaging; active compounds read high | z-score at 5 µM | hit rate 0.3% among 190,000 | AID 1625;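 active = z-score above 3 at 5 µM with at least 500 cells counted in the well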
# WT yeast gro inh = growth inhibition of WT yeast, mitochondrial fusion screen | mitochondrial fusion phenotypic screen, WT strain | inhibition, % at 10 µM | hit rate 2.1% among 190,000; in the data active = inhibition above about 58%; tested in S. cerevisiae
# Dynein cargo inh = dynein cargo transport inhibition; 3617.4 mouse cells, GR-EGFP nuclear translocation imaging; test concentration mostly 20 µM; stimulated with dexamethasone, 1 µM; active compounds read low; z-score, hits read low; hit rate 0.47% among 220,000;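 active = plate z-score of nuclear minus cytoplasmic receptor signal below a set negative limit, without overly bright fluorescence or cell loss, cut at about -3.5 in these data, passing the limit was not always enough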;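 note: z-score of nuclear minus cytoplasmic ring GR-EGFP intensity difference per well; some compounds called inactive have numbers as strong as hits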
#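 Buffer or medium: tetracycline-free induction medium containing charcoal-stripped FBS / Reagent: dexamethasone agonist, 1.0 µM final, for 30 min / Technique: automated 10x imaging of fixed Hoechst-stained cells / Times: induction 48 h, compound 1 h, agonist 30 min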
# MT stabilize HCS = microtubule stabilization, imaging screen; HeLa tubulin immunostaining HCS, 24 h; share of cells brighter than vehicle mean+2SD; AID 2205; hit rate 0.83% among 200,000; % tubulin-high responders, % at 10 µM;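 active = plate Z-score above 3 for both tubulin-high and condensed-nucleus cell shares, with cell loss under 80%, at 10 µM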;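 note: anti alpha tubulin signal scored within the nucleus-defined area of each cell; some results filed as inactive read as strong as hits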
# CSM14.1 death rescue = protection against thapsigargin-triggered cell killing – 384-well, CSM14.1, ATP luminescence, primary screen (AID 1222). CSM14.1 thapsigargin-induced death rescue, ATP luminescence; higher % means a stronger effect. cellular ATP content (survival), % at 20 µM; hits with a dose series show EC50 in µM. 190,000 tested, under 10 active;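 active = EC50 below 50 µM in the dose-response confirmation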;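 note: death triggered by thapsigargin at about 15 µM added after 2 h compound pretreatment; cell ATP read after overnight thapsigargin exposure of roughly 18 to 22 hours; normalized against plate controls of thapsigargin alone and 5% DMSO vehicle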
# XIAP antagonists = small molecules displacing peptide from XIAP – biochemical, IAP family, fluorescence polarization (AID 1018); XIAP BIR domain, fluorescence polarization peptide displacement; higher % means a stronger effect; displacement, % at 20 µM, or IC50 in µM where a hit was titrated; hit rate 0.007% among 200,000; in the data active = displacement above about 50%; note: a part of the inactive calls stands beside numbers as strong as those of hits
# WT yeast gro inh mutant strain = second read-out of WT yeast gro inh, no call of its own (marks repeat the call); inhibition, %; mitochondrial fusion phenotypic screen, mutant strain inhibition
# Dynein cargo inh cytoplasmic EGFP = further read-out of Dynein cargo inh, marked with its call; z-score; measured here: cytoplasmic GR-EGFP intensity; active compounds read high
# Dynein cargo inh nuclear GR-EGFP = further read-out of Dynein cargo inh, marked with its call; z-score; measured here: nuclear GR-EGFP intensity;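 lower value marks the stronger effect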
# Dynein cargo inh cell count = further read-out of Dynein cargo inh, marked with its call; z-score; measured here: cell count per field
# Ins promoter up cell count = second read-out of Ins promoter up, no call of its own (marks repeat the call); cell count; measured here: cytotoxicity, nuclei count;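 total cells summed across four imaged fields per well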
# Lipid droplet cells 6.5 µM = further read-out of Lipid droplet, marked with its call; cell count; measured here: cell count, cytotoxicity flag;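 cells counted across two imaged fields per well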
# bCat nuc transl cell count 5 µM = further read-out of bCat nuc transl, marked with its call; cell count; measured here: cell count, cytotoxicity flag
# MT stabilize HCS Hoechst-high % = further read-out of MT stabilize HCS, marked with its call; % Hoechst-high responders; measured here: nuclear condensation Hoechst responders;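 share of cells brighter than vehicle mean plus two SD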
# MT stabilize HCS cytotoxicity % = further read-out of MT stabilize HCS, marked with its call; toxicity, %; measured here: cytotoxicity by cell density;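 0% = mean cell density of plate MIN control wells and 100% = no cells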
# Autophagy HCS cell loss 18 h = also measured in Autophagy HCS; calls as there; toxicity, %; measured here: cell loss, nuclei count;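 cell loss after 18 h compound exposure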
# * hit, by the source's call; i = inactive; / = no result given.
SMILES,Autophagy HCS,Autophagy HCS cell loss 18 h,bCat nuc transl,bCat nuc transl cell count 5 µM,Lipid droplet,Lipid droplet cells 6.5 µM,Ins promoter up,Ins promoter up cell count,WT yeast gro inh,WT yeast gro inh mutant strain,Dynein cargo inh,Dynein cargo inh cytoplasmic EGFP,Dynein cargo inh nuclear GR-EGFP,Dynein cargo inh cell count,MT stabilize HCS,MT stabilize HCS Hoechst-high %,MT stabilize HCS cytotoxicity %,CSM14.1 death rescue,XIAP antagonists
Cc1snc(S(=O)(=O)/C(C#N)=N/Nc2ccc(C(F)(F)F)cc2)c1C#N,i,-2,-4.2,1249,9,773,-0.12,810,-3,5,-0.49,-0.18,0.034,0.59,2.3,1.7,8.5,-0.9%,-1.7%
Cc1nn(CC(=O)NCCc2ccccc2)c(=O)c2ccccc12,i,4,-4.8,837,/,/,-0.34,1096,4,3,-0.027,-0.2,0.25,-0.13,3.6,2.3,3.8,-0.8%,0.3%
Cn1c(N)c(C(=O)COC(=O)C2=COCCO2)c(=O)n(C)c1=O,i,3,/,/,-1,760,/,/,-12,7,-0.091,-0.16,-0.065,-0.0033,3.4,2.3,8.3,-1.2%,-3.3%
CCOCCCNC(=O)CN(c1cc([N+](=O)[O-])ccc1OC)S(C)(=O)=O,i,-10,-0.6,1022,8,743,-0.83,1443,-14,2,-0.57,-0.37,-0.22,1.9,1.7,1.1,6.9,-0.5%,-8.7%
CCOC(=O)C1CCN(C(=O)Nc2ccc3nccnc3c2)CC1,i,3,-4.5,568,26,693,/,/,-14,2,2.6,0.058,1.2,-1.4,3.3,1.9,1.7,-2.4%,3.6%
CCCCCCc1cc2cc(C(=O)Nc3cccc(OC)c3)c(=O)oc2cc1O,i,15,-1.2,1015,-2,677,-0.06,1402,1,-19,0.025,-0.1,-0.17,0.29,4.1,2.1,9.4,-2.1%,-1.9%
CCOC(=O)c1cc2c(nc1NC(=S)Nc1ccccc1)CC(C)(CC)OC2 (stereo not drawn),i,24,-0.8,1168,23,662,-0.26,1546,19,0,1.2,-0.19,0.75,0.071,2.0,1.6,2.1,-1.7%,-6.8%
O=C(CSc1nccn1Cc1ccccc1)NCc1ccccc1,i,-6,1.7,1060,-20,739,-0.64,875,15,20,-0.48,0.24,0.067,0.35,1.8,1.1,3.2,0.0%,-5.4%
NC(=O)N=Nc1c(O)[nH]c2ccc([N+](=O)[O-])cc12,/,/,-1.2,1104,0,700,-0.01,1489,/,/,0.26,-0.27,-0.00077,0.93,/,/,/,/,/
CCOC(=O)c1ccc(NC(=S)N2CCN(S(C)(=O)=O)CC2)cc1,i,-3,-10,1227,-7,788,/,/,13,-42,1.7,-0.16,1.2,-1.2,82,0.2,75,-0.5%,-1.1%
O=C(COc1ccc(Cl)cc1)NC1=NN(c2ccccc2)C(=O)C1,i,5,-0.8,1033,2,623,0.44,1470,34,-2,-0.38,-0.24,-0.28,-0.77,3.2,2.8,2.7,0.9%,-3.9%
CC1CCCN(C(=O)CSc2nnc3n(C4CCCC4)c(=O)c4ccccc4n23)C1 (stereo not drawn),i,4,1.4,1066,25,750,0.55,1105,-20,1,0.071,-0.3,-0.091,-0.73,2.7,1.5,8.7,7.6%,-1.1%
CCc1cccc2c(=O)c(C(=O)NCCCOC)c[nH]c12,i,23,-0.6,994,24,729,-0.25,1411,5,9,1.6,-0.18,1,-1.4,1.2,1.6,3.6,-0.1%,-4.9%
O=C(OCc1ccccc1F)c1ccc2c(c1)-c1ccccc1C2=O,i,-30,-1.4,1382,/,/,-0.34,1476,5,11,0.83,-0.18,0.79,0.3,3.4,1.7,4.0,-1.8%,-14%
O=C(NNc1ccc(Cl)cc1)c1sccc1Cl,/,/,1.7,1150,-5,652,0.11,1442,/,/,-0.65,-0.034,-0.39,0.82,/,/,/,/,/
O=C(NC(C(=O)c1ccccc1)n1c(=O)cc[nH]c1=S)c1ccccc1 (stereo not drawn),i,-18,-5.2,1140,12,711,0.08,996,-14,-11,0.024,-0.18,0.42,-0.73,4.1,2.0,4.9,-2.1%,-6.7%
CCOC(=O)N1CCC(NC(=O)CCS(=O)(=O)c2ccc3c(c2)CCN3C(=O)CC)CC1,i,18,1.6,965,-5,687,-0.19,1851,0,3,0.25,-0.33,0.15,0.29,5.5,3.0,4.7,-2.7%,3.7%
CCN1CCN(Cc2nc3c(c(=O)n(C)c(=O)n3C)n2Cc2ccccc2Cl)CC1,i,-7,/,/,/,/,-0.19,937,-18,-9,-0.79,-0.34,-0.34,1,2.0,3.6,14,0.9%,-6.9%
S=C(Nc1ccc(Cl)cc1)N1CCN(Cc2ccccc2)CC1,i,7,0.8,1575,0,685,/,/,5,7,-0.77,-0.17,-0.081,-0.1,/,/,/,-0.5%,-19%
COCC(=O)Nc1nc2ccc(C)cc2s1,i,-5,/,/,2,698,0.12,1320,0,-5,-0.58,-0.19,-0.35,0.5,3.0,3.2,4.7,-3.1%,-1.5%
O=C(Cn1ccc([N+](=O)[O-])n1)Nc1nc2ccccc2s1,i,22,1.1,1083,-2,715,-0.17,1162,17,8,0.76,-0.28,0.097,-0.61,2.4,1.4,5.1,-1.6%,-5.3%
CCOC(=O)C1CCCN(C(=O)c2cc(S(=O)(=O)N3CCCCC3)ccc2C)C1 (stereo not drawn),/,/,-0.5,1273,-5,683,0.38,1069,/,/,-1.1,-0.22,-0.53,1.1,/,/,/,/,/
Cc1sc(NC(=O)c2ccc(OCC(C)C)cc2)c(C(N)=O)c1-c1ccc(Cl)cc1Cl,i,13,1.0,1416,/,/,0.44,1605,9,12,-0.14,-0.21,0.43,1.2,1.7,1.9,10,-0.4%,-1.7%
Cc1ccc(O)c(CNc2cccc3cccnc23)c1,i,0,-1.0,1054,-13,725,0.15,1332,22,21,-0.59,-0.36,-0.4,0.51,3.2,2.5,2.6,-1.3%,-2.5%
CCCC(O)(c1ccc(OC)cc1)C(CN(C)C)c1ccccc1 (stereo not drawn),i,-6,/,/,-3,737,-0.07,981,-12,8,-0.24,0.037,-0.28,0.72,1.9,1.0,6.3,-1.4%,-4.2%
CCC(C)c1ccc(NC(=S)NCc2ccccc2OC)cc1 (stereo not drawn),i,-22,0.8,1418,-9,731,0.75,1427,77*,47*,0.22,-0.12,0.28,-0.28,2.6,2.0,7.4,3.8%,-2.3%
S=C(NCc1ccco1)Nc1ccc(N2CCOCC2)cc1,i,-15,0.6,1147,-7,638,0.2,1402,-18,3,0.51,-0.17,0.04,0.34,2.4,2.1,1.4,1.2%,-6.6%
CCN(CC(=O)Nc1ccc(NC(C)=O)cc1)C(=O)COc1ccc(C(=O)c2ccccc2)cc1,i,-14,0.1,1111,-1,591,0.12,1578,-15,-7,-0.29,-0.26,-0.15,0.58,5.2,2.3,3.4,-2.1%,-4.6%
O=c1[nH]c(SCc2cccc(F)c2)nc2c1CCCC2,i,23,-1.8,556,1,721,-0.35,1190,-1,-21,-0.61,-0.25,0.2,0.4,5.7,2.0,6.6,-1.2%,-2.0%
COc1ccccc1OCc1nnc(SCCN2CCOCC2)o1,i,2,-4.7,1033,/,/,0.29,1435,-6,-36,0.44,-0.21,0.49,-0.5,2.4,1.9,9.4,-1.1%,-1.5%
O=C(COc1ccccc1/C=C\c1[nH]c(=O)[nH]c(=O)c1[N+](=O)[O-])Nc1ccccc1,i,-27,-0.3,1145,-1,726,/,/,4,2,-0.7,-0.2,-0.23,0.48,3.2,1.4,3.0,-0.9%,-4.8%
CC(=O)c1c(N2CCN(C)CC2)nc(=S)n(Cc2ccccc2)c1C,i,-8,-1.1,985,8,725,/,/,-3,-23,-0.5,-0.25,-0.48,-0.076,4.8,3.5,6.7,-2.2%,-2.6%
Cc1cccc(/C(N)=N/OC(=O)c2ccc(F)cc2)c1,i,13,/,/,33,651,0.44,1272,-11,10,1.2,-0.19,0.74,-1,1.9,1.9,1.9,-6.1%,-15%
COC(=O)c1ccc2c(=O)n(CCCCCC(=O)NCc3ccccn3)c(=O)[nH]c2c1,i,-5,/,/,10,751,0.21,782,3,-1,-0.62,-0.21,-0.071,0.35,2.2,1.3,5.3,-1.6%,-9.0%
CC(=O)c1c(C)nc(-c2ccc(OCC(=O)Nc3cccc(C)c3C)cc2)n1O,i,-46,-4.2,486,13,761,/,/,10,1,0.25,-0.26,0.11,0.35,2.6,2.5,4.1,-1.5%,-1.6%

# Fetched one by one from the entries so far (two):
SMILES,Autophagy HCS,Autophagy HCS cell loss 18 h,bCat nuc transl,bCat nuc transl cell count 5 µM,Lipid droplet,Lipid droplet cells 6.5 µM,Ins promoter up,Ins promoter up cell count,WT yeast gro inh,WT yeast gro inh mutant strain,Dynein cargo inh,Dynein cargo inh cytoplasmic EGFP,Dynein cargo inh nuclear GR-EGFP,Dynein cargo inh cell count,MT stabilize HCS,MT stabilize HCS Hoechst-high %,MT stabilize HCS cytotoxicity %,CSM14.1 death rescue,XIAP antagonists
CC(=O)c1c(N2CCN(C)CC2)nc(=S)n(Cc2ccccc2)c1C,i,-8,-1.1,985,8,725,/,/,-3,-23,-0.5,-0.25,-0.48,-0.076,4.8,3.5,6.7,-2.2%,-2.6%
COC(=O)c1ccc2c(=O)n(CCCCCC(=O)NCc3ccccn3)c(=O)[nH]c2c1,i,-5,/,/,10,751,0.21,782,3,-1,-0.62,-0.21,-0.071,0.35,2.2,1.3,5.3,-1.6%,-9.0%

# Bioassay records from PubChem.
